KOR beta-arrestin-1: kappa opioid receptor blockers – cell-based, luminescence, uHTS (AID 1778); KOR beta-arrestin recruitment, luminescence, antagonist mode; higher % means a stronger effect; inhibition, % at 10 µM; hits with a dose series show IC50 in µM; 0.091% of 290,000 active; in the data active means inhibition above about 50%; further: strong numbers were not always called active
KOR beta-arrestin-2: KOR agonists, beta-arrestin recruitment, primary screen, cell-based, luminescence, uHTS (AID 1777); activation, % at 10 µM; hits with a dose series show EC50 in µM; KOR beta-arrestin recruitment, luminescence; higher % means a stronger effect; 0.02% of 280,000 active; in the data active means activation above about 50%, passing the limit was not always enough; further: a part of the inactive calls stands beside numbers as strong as those of hits
West Nile antiviral: West Nile virus antiviral activity, cell-based, CPE readout (AID 1621); West Nile virus-infected cells, CPE inhibition; higher % means a stronger effect; CPE inhibition, % at 10 µM; hits with a dose series show IC50 in µM; 0.02% of 290,000 active; in the data active means a potency from the dose series; inconclusive means CPE inhibition mostly from about 3.7% at the one dose, without a potency; inactive means the rest, 99 in 100 with CPE inhibition below about 2.2%; further: strong numbers were not always called active
GPR55 activation: GPR55 agonists via beta-arrestin recruitment, primary screen, imaging, U2OS cells, beta-arrestin-GFP redistribution (AID 1961); U2OS GPR55 beta-arrestin-GFP redistribution imaging; higher % means a stronger effect; activation, % at 10 µM, or EC50 in µM where a hit was titrated; 0.048% of 290,000 active;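 active means activation above 40% with more than 50 cells counted in the well; inconclusive means wells holding fewer than 50 cells, flagged as toxic or sparse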;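 further: U2OS osteosarcoma cells stably expressing GPR55 and beta-arrestin-GFP; plate controls were DMSO negative control for no effect and LPI positive control for full effect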
Dengue-2 NS5 capping: flavivirus cap methylation enzyme inhibition – biochemical, confirmation dose response, primary screen (AID 588689); 0.3% of 340,000 active; inhibition, % at 25 µM; hits with a dose series show IC50 in µM; Dengue-2 NS5 methyltransferase capping enzyme assay, biochemical; higher % means a stronger effect; in the data active means a potency from the dose series; inconclusive means inhibition above about 29% without an active follow-up result
GPR35 arrestin U2OS: inhibition of zaprinast-stimulated GPR35 beta-arrestin translocation – imaging, U2OS, beta-arrestin-GFP, zaprinast agonist, primary screen (AID 2058) | inhibition, % at 10 µM, or IC50 in µM where a hit was titrated | U2OS GPR35 beta-arrestin-GFP translocation imaging, zaprinast antagonism; higher % means a stronger effect | 0.052% of 290,000 active;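 active means inhibition of at least 50% with at least 30 cells and total cytoplasm GFP at most 10,000,000; inconclusive means under 30 cells or total GFP of 10,000,000 plus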
HIV fusion peptide: cell-free HIV fusion peptide-binding blockers – biochemical, uHTS, fluorescence dequenching, primary screen (AID 1986); inhibition, % at 20 µM; hits with a dose series show IC50 in µM; cell-free peptide binding, fluorescence dequenching, 30 min; higher % means a stronger effect; 0.3% of 290,000 active; in the data active means inhibition mostly above about 52%, no sharp cut-off; inactive means mostly below about 76%; further: some results filed as inactive read as strong as hits
NOD1 NF-kB reporter: inhibition of NOD1-driven NF-kB reporter – cell-based, luminescence, uHTS, primary screen (AID 1578) | 1% of 290,000 active | inhibition, % at 4 µM; hits with a dose series show EC50 in µM | NOD1-driven NF-kB luciferase reporter cells, luminescence; higher % means a stronger effect; in the data active means inhibition mostly above about 36%, no sharp cut-off; inactive means mostly below about 34%;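 further: HEK-293T reporter cells stimulated with the NOD1 agonist gamma-tri-DAP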
GPR55 LPI antagonism: inhibition of LPI-stimulated GPR55 beta-arrestin translocation – imaging, U2OS, beta-arrestin-GFP, LPI agonist, primary screen (AID 2013) | U2OS GPR55 beta-arrestin-GFP translocation imaging, LPI antagonism; higher % means a stronger effect | one-dose inhibition, % at 10 µM; IC50 in µM for titrated hits | 0.13% of 290,000 active;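 active means spots per cell inhibited over 60%, with over 100 cells counted and total cytoplasm intensity under 500,000; inconclusive means wells with under 100 cells, flagged as likely toxic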;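 further: U2OS cells stably carrying GPR55 and arrestin-GFP stimulated by 5 µM LPI near EC80; imaged beta-arrestin-GFP aggregate spots per cell after agonist stimulation; plate controls were LPI-stimulated DMSO wells for no effect and DMSO wells without LPI for full effect; some results filed as inactive read as strong as hits; confirmed hits need IC50 under 10 µM and bright autofluorescent wells are also inconclusive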
* hit, by the source's call; ? = inconclusive; nt = not tested or not shown; [ ] = another dose, or the depositor's remark. Only part of the results is shown, so the mix of outcomes need not match the whole.

SMILES	KOR beta-arrestin-1	KOR beta-arrestin-2	West Nile antiviral	GPR55 activation	Dengue-2 NS5 capping	GPR35 arrestin U2OS	HIV fusion peptide	NOD1 NF-kB reporter	GPR55 LPI antagonism
CCC(=O)c1cn(Cc2ccc(C#N)cc2)c2ccccc12	-13%	-1.0%	0.1%	0.0%	-8%	5%	-0.9%	-6%	-22%
O=C(Nc1ccccc1)c1c(O)c2c(n(Cc3ccco3)c1=O)CCCC2	4%	nt	0.1%	-0.1%	2%	-2%	-1.5%	-2%	-9%
CCCCn1c(=O)c(C(=O)NCc2ccccc2OC)c(O)c2ccccc21	-54%[20 µM]	-0.6%	-1.3%	0.1%	-5%	7%	5.0%	2%	-5%
CC(Cc1ccccc1)NCC(=O)Nc1cc(N(C)C)nc2ccccc12 (stereo unspecified)	1%	5.6%	-0.4%	0.3%	nt	-9%	-1.0%	3%	14%
O=C(O)c1cccc(N=Nc2c(O)[nH]c(=O)[nH]c2=O)c1	21%	2.7%	0.2%	0.1%	0%	10%	-0.7%	8%	-16%
COc1cc(C=C2C(=O)NC(=O)NC2=O)ccc1O	14%	1.0%	0.1%	-0.2%	15%	-8%	3.3%	-2%	14%
CC1CC(OP(O)(=S)c2ccc(N(C)C)cc2NC(=O)c2cccs2)CC(C)(C)C1 (stereo unspecified)	-24%	-1.6%	0.4%	-0.4%	18%	9%	6.6%	-20%	-10%
O=C(NCc1cccnc1)Nc1ccccc1Cl	35%	-3.6%	0.3%	-0.2%	-7%	4%	-1.8%	-43%	12%
Cc1ccc(C(C)C)c(OCC(=O)N2CCN(Cc3nc4cc([N+](=O)[O-])ccc4n3C)CC2)c1	nt	10%	-0.7%	0.9%	0%	-13%	16%	-8%	7%
Cc1ccc(Cn2nc(C(=O)Nc3ccc(Br)cc3)cc2C)cc1	11%	-1.7%	-1.0%	0.0%	-1%	16%	-0.1%	-1%	-3%
COc1cccc(OP(=O)(Nc2ccccc2)Oc2cccc(OC)c2)c1	-1%[20 µM]	-4.7%	-0.3%	1.2%	-3%	-8%	1.2%	55%	50%
CN1CCN(c2ncnc3c2cnn3C)CC1	2%	-4.5%	0.3%	0.6%	nt	-9%	0.4%	8%	1%
CN(Cc1cccnc1)C(=O)c1cc(COc2ccc3ncccc3c2)on1	2%	0.1%	-1.8%	0.4%	-2%	-8%	-0.9%	3.6µM*	0%
COc1ccc(C(=O)NC(=S)N2C[C@H]3C[C@H](C2)c2cccc(=O)n2C3)cc1	-31%[20 µM]	-4.1%	-0.4%	0.5%	-1%	12%	-0.6%	-32%	11%
Cc1cc(OCCN2CC2)c2ccccc2n1	16%	0.4%	?	0.7%	nt	-15%	0.5%	2%	14%
CN(C)C1(c2nnnn2-c2ccc(Cl)cc2)CCCCC1	nt	nt	1.2%	-0.1%	-1%	-19%	-1.3%	-2%	6%
CC(C(=O)Nc1ccc(Cl)cc1Cl)N1CC=C(c2ccccc2)CC1 (stereo unspecified)	-24%	24%	-0.8%	-0.3%	-4%	2%	2.7%	20%	1%
Cc1cc(=O)n(-c2ccccc2)n1-c1ccccc1	-12%	7.8%	-0.4%	0.1%	-6%	-11%	-1.6%	-16%	18%
CCOc1ccccc1OCC(=O)Nc1ccc(Cl)cc1C(=O)c1ccccc1	1%	12%	-1.5%	1.0%	4%	-8%	-0.3%	-28%	17%
CCOC(=O)C1=C(NC(=S)NC(=O)c2ccccc2)c2ccccc2CC12CCCC2	-3%	3.5%	0.0%	-0.2%	-2%	-4%	3.7%	13%	16%
COC(=O)C1=Nc2ccccc2/C1=C\c1c(O)n(C)c(=O)n(C)c1=O	11%	1.5%	0.3%	0.2%	nt	-1%	6.9%	-7%	-10%
CCOC(=O)C(O)(c1ccc(N=Cc2ccccc2O)c(C)c1)C(F)(F)F (stereo unspecified)	14%	3.2%	-0.1%	0.5%	-6%	15%	-2.0%	-10%	3%
COC(=O)c1ccc(CC(C(=O)c2ccccc2)N(C)C)cc1 (stereo unspecified)	8%	-0.2%	-0.4%	-0.1%	-10%	-6%	-0.7%	-5%	11%
CCN(CC)CCCN=C(C)c1c(O)n(-c2ccccc2)c(=O)[nH]c1=O	-21%	0.3%	0.3%	-0.2%	2%	2%	-0.4%	-7%	1%
O=C1C2C3CCC(O3)C2C(=O)N1CCO (stereo unspecified)	-10%	2.2%	0.0%	-0.1%	5%	10%	-1.3%	11%	-2%
Oc1cc2c(cc1CN1CCN(c3ccccc3F)CC1)OCO2	0%	-2.6%	-0.6%	nt	-2%	-7%	-3.4%	-42%	1%
COc1cc(CN=C(C)c2c(O)n(C)c(=O)n(C)c2=O)cc(OC)c1	-13%	-1.3%	-0.8%	-0.2%	2%	-7%	0.8%	-2%	10%
Cc1ccc(C2(O)CC(C)N(C)CC2C)cc1 (stereo unspecified)	9%	-5.8%	1.2%	-0.2%	5%	-1%	0.7%	-8%	17%
O=P(Nc1ccccc1)(Nc1ccccc1)Oc1ccc(Cl)cc1	-8%	-2.2%	nt	0.1%	-5%	-4%	3.6%	-3%	10%
Cc1cccc(CN2CCCN(Cc3ccc(Cl)cc3)S2(=O)=O)c1	-28%	-1.6%	-0.1%	-0.1%	-2%	7%	1.0%	2%	-2%
NP(=O)(OCCCc1ccccc1)c1ccccc1 (stereo unspecified)	-11%[20 µM]	-2.4%	-0.5%	-0.2%	-4%	-4%	-1.6%	-3%	8%
CCN(CC)CCOC(=O)C(O)(c1ccccc1)c1ccccc1	-47%	1.7%	1.0%	-0.2%	-5%	-2%	1.3%	22%	-10%
CC(C)CCn1c(=O)c(C(=O)NCc2ccco2)c(O)c2ccccc21	-6%	6.9%	-0.7%	0.0%	2%	-7%	0.8%	-5%	1%
O=C(c1ccc(N2CC3CC(C2)c2cccc(=O)n2C3)c([N+](=O)[O-])c1)N1CCCCC1 (stereo unspecified)	14%	-6.5%	-0.8%	-0.3%	2%	2%	-1.3%	-12%	6%
CCn1c(O)c(N=Nc2ccc(S(=O)(=O)N3CCOCC3)cc2)c(=O)n(CC)c1=S	0%	5.2%	?	-0.2%	8%	-8%	-3.1%	0%	-2%
CCOC(=O)c1c(C)n(Cc2ccc3c(c2)OCO3)c2ccc(O)cc12	4%	1.1%	1.4%	0.3%	-7%	-2%	-1.6%	-8%	4%
O=c1[nH]c(=S)n(-c2ccccc2F)c(O)c1C=Nc1ccc(N2CCOCC2)cc1	1%	-3.6%	0.1%	0.1%	-69%	6%	8.9%	-12%	28%
COc1ccc(-n2cnc3cc(C(=O)N4CCC5(CC4)OCCO5)ccc32)cc1	-11%	3.1%	-0.5%	0.6%	4%	-12%	0.2%	-17%	-17%
Cc1c(N=Cc2c(O)n(CCc3ccc(F)cc3)c(=O)[nH]c2=O)c(=O)n(-c2ccccc2)n1C	37%	-1.4%	0.1%	0.2%	-4%	-12%	-1.5%	-3%	3%
COc1ccccc1Oc1c(C)oc2cc(OC(=O)N(C)C)ccc2c1=O	-17%	-0.1%	-0.6%	0.0%	-1%	-6%	-0.7%	-7%	-10%
CC1=C2C(=O)C3C(CC=C4CC(OC5OC(O)C(O)C(O)C5CO)CCC43C)C2CCC12OC1CC(C)CNC1C2C (stereo unspecified)	14%	-1.4%	-0.3%	-0.3%	-9%	4%	-1.2%	-11%	7%
COC(=O)CCCNC(=O)CN1CC(c2ccccc2)CC1=O (stereo unspecified)	1%	13%	0.1%	-0.2%	3%	-3%	-1.8%	-26%	-9%
CC12CN3CN(C1)CC(C)(C3)C2=NO	-16%	1.2%	-0.2%	0.3%	1%	10%	1.2%	-19%	10%
COc1cccc(C(=O)N2CCC3(CC2)OCCO3)c1	27%	2.4%	0.3%	0.0%	-4%	-1%	-2.1%	-7%	12%
CCCCN1C(=O)NC(=O)C2(Cc3c(nc4c(C)cccn4c3=O)N3CCc4ccccc4C32)C1=O (stereo unspecified)	22%	-1.4%	nt	-0.2%	1%	-13%	-0.5%	11%	13%
CCCCC(=O)N/N=C/c1c(O)n(CCC2=CCCCC2)c(=O)[nH]c1=O	8%	0.5%	-0.5%	-0.3%	nt	-13%	8.0%	11%	0%
CCOC(=O)c1ccc(NC(=O)N2CC3CC(C2)c2cccc(=O)n2C3)cc1 (stereo unspecified)	6%	0.4%	-0.1%	0.0%	1%	0%	0.2%	-8%	-15%
Cc1ccc(S(=O)(=O)CC(C)(O)C(=O)Nc2cccc(C(F)(F)F)c2)cc1 (stereo unspecified)	0%	2.6%	-1.1%	1.2%	-6%	-8%	5.9%	5%	23%
O=C(C1CC(c2ccc(Cl)c(Cl)c2)=NO1)N1CCC2(CC1)OCCO2 (stereo unspecified)	-38%	1.5%	-0.5%	0.2%	-2%	-9%	-0.7%	6%	-18%
O=P(O)(O)/C=C(\Cl)c1ccccc1	11%	10%	0.0%	-0.1%	7%	6%	3.4%	-21%	-7%
The list goes on.
SMILES	KOR beta-arrestin-1	KOR beta-arrestin-2	West Nile antiviral	GPR55 activation	Dengue-2 NS5 capping	GPR35 arrestin U2OS	HIV fusion peptide	NOD1 NF-kB reporter	GPR55 LPI antagonism
COC(=O)C(O)(c1c[nH]c2ccccc12)C(F)(F)F (stereo unspecified)	-1%	0.1%	-0.1%	0.1%	-5%	11%	1.0%	7%	26%
C1CCCN(C2CCNCC2)CC1	-8%[20 µM]	-1.4%	-0.4%	-0.2%	6%	11%	1.3%	1%	-16%
CN(C)CC#CCn1c2ccccc2c2ccccc21	-58%	8.8%	-0.3%	-0.3%	nt	4%	0.3%	1%	-3%
Cc1ccccc1NS(=O)(=O)c1ccc(OCC(=O)N2CCN(C)CC2)cc1	21%	-3.1%	-0.1%	-0.1%	-4%	6%	-0.9%	-37%	1%
CCC(=NCCC(c1ccccc1)c1ccccc1)c1c(O)[nH]c(=O)[nH]c1=O	-10%	20%	-0.6%	-0.4%	-7%	-2%	1.9%	19%	4%
Nc1c(C(=O)NC2CCCC2)c2nc3ccccc3nc2n1CC1CCCO1 (stereo unspecified)	2%	-2.4%	nt	0.0%	-16%	1%	-2.5%	-23%	12%
O=c1c2ccccc2nc(-c2ccoc2)n1-c1ccccc1	-30%	4.9%	1.3%	-0.1%	-3%	1%	1.0%	-25%	5%
Cc1ccc2nc(N3CCN(C)CC3)[nH]c2c1	19%	-4.1%	0.8%	-0.3%	-5%	5%	-3.3%	-21%	-12%
O=C(c1ccc2c(c1)ncn2C1CCCCC1)N1CCC2(CC1)OCCO2	-7%	8.3%	0.0%	-0.1%	nt	-6%	0.8%	4%	-16%

Single values from the entries so far:
KOR beta-arrestin-2 result of CC(Cc1ccccc1)NCC(=O)Nc1cc(N(C)C)nc2ccccc12 (stereo unspecified) reads 5.6%
KOR beta-arrestin-2 result of COC(=O)C1=Nc2ccccc2/C1=C\c1c(O)n(C)c(=O)n(C)c1=O reads 1.5%

Screening data deposited in PubChem by several laboratories.
